High-throughput results deposited in PubChem by Sanford-Burnham Center for Chemical Genomics.
SENP6 inh: blocks the human protease SENP6. Recombinant SENP6 catalytic domain, aminoluciferin luminescence. Q9GZR1. 330,000 compounds, 1.8% hits. inhibition, % at 10 µM;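 active = inhibition above about 50% at the single tested dose, limit read from the data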;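 also: plate controls were DMSO wells with enzyme for no effect and DMSO wells lacking enzyme for full effect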
Target sequence (Q9GZR1 628-1112 limits assumed): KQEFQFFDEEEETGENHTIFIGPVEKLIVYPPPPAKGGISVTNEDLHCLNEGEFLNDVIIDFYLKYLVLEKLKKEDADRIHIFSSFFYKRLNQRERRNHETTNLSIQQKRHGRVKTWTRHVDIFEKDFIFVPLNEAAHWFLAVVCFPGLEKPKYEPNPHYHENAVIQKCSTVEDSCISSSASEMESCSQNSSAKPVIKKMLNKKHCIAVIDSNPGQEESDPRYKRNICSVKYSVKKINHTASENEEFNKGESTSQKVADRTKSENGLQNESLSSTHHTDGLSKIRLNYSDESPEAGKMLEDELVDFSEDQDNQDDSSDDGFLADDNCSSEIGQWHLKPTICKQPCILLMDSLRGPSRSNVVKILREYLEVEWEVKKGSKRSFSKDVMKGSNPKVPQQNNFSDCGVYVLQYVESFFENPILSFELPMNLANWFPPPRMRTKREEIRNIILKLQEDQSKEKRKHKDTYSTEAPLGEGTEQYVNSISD
SENP1 FRET inh: blocks the human SENP1 SUMO protease catalytic domain; inhibition, % at 10 µM; Q9P0U3; 360,000 compounds, 0.21% hits; recombinant SENP1 catalytic domain, CyPet-SUMO1-YPet FRET cleavage;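 active = inhibition at least 30% at 10 µM, raw YFP signal under a set limit, fluorescence ratio 0.5 to 1.5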;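 also: 0% = enzyme with DMSO and 100% = no enzyme wells; some results filed as inactive read as strong as hits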
Target sequence (Q9P0U3 419-644 limits assumed): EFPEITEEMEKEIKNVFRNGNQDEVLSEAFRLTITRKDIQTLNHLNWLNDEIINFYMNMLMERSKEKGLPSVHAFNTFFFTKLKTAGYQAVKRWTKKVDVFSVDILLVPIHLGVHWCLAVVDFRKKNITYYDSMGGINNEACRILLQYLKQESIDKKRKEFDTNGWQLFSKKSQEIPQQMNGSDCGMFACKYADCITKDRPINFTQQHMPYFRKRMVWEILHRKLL
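Material – human SENP1 catalytic domain · Input – SENP1 enzyme, 20 pM final · Compound dosing – single concentration of 10 µM compound, 0.5% DMSO final · Timing – enzyme reaction for 50 min at room temperature, dark · Measured by – FRET fluorescence in CFP and YFP emission channels · Control set – no-enzyme wells low, DMSO-plus-enzyme wells high control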
HKDC1 inhibitor: inhibitors of human hexokinase HKDC1. Q2TB90. recombinant HKDC1, G6PDH/diaphorase resazurin coupled fluorescence. inhibition, % at 20 µM. 340,000 compounds, 0.16% hits. AID 493160;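 active = inhibition above about 35% when tested at 20 µM, limit read from the data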;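 also: plate controls were DMSO wells with enzyme for no effect and DMSO wells lacking enzyme for full effect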
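Test system: HK5 enzyme. Quantity: 5 µg/mL HK5 final. Reagent: glucose and ATP substrates. Schedule: 90 min reaction incubation at room temperature, dark. Technique: resazurin-to-resorufin fluorescence via G6PDH and diaphorase coupling, 525/613 nm. Control set: DMSO wells with and without enzyme mix.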
beta cell repl: inducers of beta-cell replication in MIN6 cells; proliferation, % at 10 µM; 330,000 compounds, 0.29% hits; AID 2380; MIN6 cells proliferation, ATPlite luminescence, 48 h; cells starved in 0.2% serum; 100% = growth in 10% serum;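 active = compounds whose signal lies at least 3.5 SD above the mean of all wells on their plate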;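 also: 0% = DMSO-treated cells in low-serum medium and 100% = 10% serum control; some compounds called inactive have numbers as strong as hits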
UBC13 polyUb: inhibitors of human UBC13 polyubiquitin chain formation; P61088; TR-FRET; inhibition, % at 20 µM; 330,000 compounds, 0.47% hits; in the data active = inhibition above about 45%, passing the limit was not always enough
Target sequence (P61088 whole entry, looked up): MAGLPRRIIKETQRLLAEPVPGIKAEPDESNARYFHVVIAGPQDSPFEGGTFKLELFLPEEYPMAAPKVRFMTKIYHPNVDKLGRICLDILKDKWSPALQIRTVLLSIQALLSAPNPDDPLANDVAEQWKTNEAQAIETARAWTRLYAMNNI
SENP8 block-1: blocks human SENP8 cleavage of Nedd8 substrate; Q96LD8; 360,000 compounds, 0.64% hits; AID 602440; recombinant SENP8, Nedd8 substrate fluorescence; inhibition, % at 20 µM; in the data active = inhibition mostly above about 40%, no sharp cut-off; inactive = mostly below about 27%
Target sequence (Q96LD8 whole entry, looked up): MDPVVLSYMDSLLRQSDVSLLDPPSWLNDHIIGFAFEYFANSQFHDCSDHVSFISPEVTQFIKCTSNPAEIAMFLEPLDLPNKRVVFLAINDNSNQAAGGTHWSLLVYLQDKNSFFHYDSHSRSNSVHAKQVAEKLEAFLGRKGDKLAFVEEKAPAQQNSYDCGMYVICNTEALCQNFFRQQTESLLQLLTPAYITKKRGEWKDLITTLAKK
SENP8 block-2: blocks the human protease SENP8. Q96LD8. purified SENP8, Z-RLRGG-aminoluciferin cleavage, luminescence. inhibition, % at 10 µM. 330,000 compounds, 1.2% hits. AID 2540; in the data active = inhibition above about 50%
SENP7 inh: inhibitors of human SENP7 protease. Q9BQF6. recombinant SENP7, Z-RLRGG-aminoluciferin luminescence, 40 min. inhibition, % at 5 µM. 330,000 compounds, 1.5% hits;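 active = inhibition above about 50% at the single test dose, limit read from the data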;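 also: plate controls were DMSO with enzyme for no effect and no enzyme buffer wells for full effect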
PfGluPho inh: PfG6PD (Plasmodium falciparum) enzyme inhibition; AID 504690; 350,000 compounds, 0.78% hits; inhibition, % at 20 µM; PfGluPho enzyme, NADPH resazurin-diaphorase fluorescence;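 active = inhibition reaching at least a set limit at 20 µM in the primary screen, cut at about 59% in these data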;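 also: 0% = DMSO wells with substrate and 100% = DMSO wells lacking glucose-6-phosphate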
* = called active by the depositor; . = no result given.

1	CN(C)S(=O)(=O)c1ccc(NC(=O)COc2ncnc3c2cnn3-c2ccccc2)cc1
2	Cc1cc(C(=O)OCC(=O)N2C(C)CCCC2C)c2ccccc2n1 (stereo not given)
3	CC(C)Cc1nnc(NC(=O)Cc2ccccc2[N+](=O)[O-])s1
4	CCCCn1c(SCC(=O)N2CCc3ccccc32)nnc1-c1ccncc1
5	Cc1ccc(NC(=O)CCCSc2ccccc2)cc1S(=O)(=O)N1CCOCC1
6	NC(=O)c1cc2c(s1)-c1cc(Cl)ccc1SC2
7	COc1cc(NC(=O)c2ccccc2)ccc1NC(=O)c1cc2ccccc2o1
8	CN1CCCC(C(=O)C(C#N)c2ccccc2)C1 (stereo not given)

| Compound | 1 | 2 | 3 | 4 | 5 | 6 | 7 | 8 |
| --- | --- | --- | --- | --- | --- | --- | --- | --- |
| SENP6 inh | 1 | -11 | -7 | -34 | 15 | -26 | -16 | 7 |
| SENP1 FRET inh | -2 | 2 | 2 | 1 | 1 | -12 | -5 | -14 |
| HKDC1 inhibitor | 8 | -1 | -7 | -3 | 1 | -2 | -5 | 2 |
| beta cell repl | 0 | -3 | -2 | -1 | -1 | -3 | -3 | 2 |
| UBC13 polyUb | 10 | 2 | -12 | 3 | 15 | 8 | 0 | -2 |
| SENP8 block-1 | 13 | -12 | 20 | 22 | 6 | -290 | -286 | 5 |
| SENP8 block-2 | 3 | -3 | -12 | -1 | 2 | 14 | -5 | -3 |
| SENP7 inh | -7 | 9 | 2 | -3 | 7 | 2 | -11 | 5 |
| PfGluPho inh | -3 | 0 | 5 | -13 | 14 | 5 | -12 | -8 |

Arranged by SMILES length (rising): 7 of the compounds above.
8	CN1CCCC(C(=O)C(C#N)c2ccccc2)C1 (stereo not given)
6	NC(=O)c1cc2c(s1)-c1cc(Cl)ccc1SC2
2	Cc1cc(C(=O)OCC(=O)N2C(C)CCCC2C)c2ccccc2n1 (stereo not given)
4	CCCCn1c(SCC(=O)N2CCc3ccccc32)nnc1-c1ccncc1
7	COc1cc(NC(=O)c2ccccc2)ccc1NC(=O)c1cc2ccccc2o1
5	Cc1ccc(NC(=O)CCCSc2ccccc2)cc1S(=O)(=O)N1CCOCC1
1	CN(C)S(=O)(=O)c1ccc(NC(=O)COc2ncnc3c2cnn3-c2ccccc2)cc1

| Compound | 8 | 6 | 2 | 4 | 7 | 5 | 1 |
| --- | --- | --- | --- | --- | --- | --- | --- |
| SENP6 inh | 7 | -26 | -11 | -34 | -16 | 15 | 1 |
| SENP1 FRET inh | -14 | -12 | 2 | 1 | -5 | 1 | -2 |
| HKDC1 inhibitor | 2 | -2 | -1 | -3 | -5 | 1 | 8 |
| beta cell repl | 2 | -3 | -3 | -1 | -3 | -1 | 0 |
| UBC13 polyUb | -2 | 8 | 2 | 3 | 0 | 15 | 10 |
| SENP8 block-1 | 5 | -290 | -12 | 22 | -286 | 6 | 13 |
| SENP8 block-2 | -3 | 14 | -3 | -1 | -5 | 2 | 3 |
| SENP7 inh | 5 | 2 | 9 | -3 | -11 | 7 | -7 |
| PfGluPho inh | -8 | 5 | 0 | -13 | -12 | 14 | -3 |

(more compounds)
9	Cc1ccc2[nH]c(=O)c(CN(CCO)Cc3nnnn3CCc3ccccc3)cc2c1
10	COc1ccc(/C=N/NC(=O)Cn2cnc3c2c(=O)n(C)c(=O)n3C)c(OC)c1OC
11	O=C(CCN1C(=O)c2ccc([N+](=O)[O-])cc2C1=O)Nc1nccs1
12	Cc1ccc(S(=O)(=O)NNC(=O)Cc2cccn2C)cc1
13	C=CCn1c(=O)[nH]c2cc(C(=O)N3CCN(c4cccc(Cl)c4)CC3)ccc2c1=O
14	COc1ccc(C(=O)N2CCN(CCCc3ccccc3)CC2)cc1OC
15	CC(C)Oc1ccc(S(=O)(=O)N2CCCCC2)cc1NC(=O)CN1C(=O)NC(C)(C2CC2)C1=O (stereo not given)
16	CNS(=O)(=O)c1cccc(C(=O)OCC(=O)c2cc(C)n(-c3ccc4c(c3)OCO4)c2C)c1

| Compound | 9 | 10 | 11 | 12 | 13 | 14 | 15 | 16 |
| --- | --- | --- | --- | --- | --- | --- | --- | --- |
| SENP6 inh | 7 | -2 | 11 | -24 | 14 | 11 | -6 | -22 |
| SENP1 FRET inh | -13 | 0 | 1 | 1 | 0 | 1 | -1 | 2 |
| HKDC1 inhibitor | 13 | -3 | 0 | -11 | -1 | -5 | 2 | 8 |
| beta cell repl | -2 | 1 | -2 | 2 | -1 | -3 | 7 | -4 |
| UBC13 polyUb | 2 | -11 | -6 | 8 | -4 | 0 | -3 | -4 |
| SENP8 block-1 | -313 | -3 | 20 | 4 | -2 | -6 | 2 | 31 |
| SENP8 block-2 | -4 | -2 | 1 | -4 | -2 | 10 | -4 | -6 |
| SENP7 inh | 5 | 8 | 7 | -6 | -2 | 5 | 0 | -11 |
| PfGluPho inh | 19 | -1 | 8 | -14 | 18 | 0 | 16 | 32 |

17	Cc1cc(OCC(=O)N(C(C)C)C(C)C)ccc1Cl
18	Cc1ccc(C2=NS(=O)(=O)N(C)C(C(=O)N3CCCCC3)=C2)cc1
19	Cc1ccc2cc(CNC(C)C)c(=O)[nH]c2c1
20	CC(Oc1ccc(Cl)cc1Cl)c1nc(-c2ccc(NC(=O)c3cccnc3)cc2)no1 (stereo not given)
21	Cc1ccc2oc(-c3ccccc3)c(C(=O)O)c(=O)c2c1
22	O=C(NCc1cccnc1)C(C(=O)c1ccc(F)cc1)n1ccccc1=O (stereo not given)
23	COc1ccc2nc(N3C(=O)C(O)=C(C(=O)c4ccco4)C3c3ccc(C)o3)sc2c1 (stereo not given)
24	CCN(c1ccccc1)S(=O)(=O)c1ccc(OC)c(NC(=O)COc2ccc(C(C)=O)cc2)c1

| Compound | 17 | 18 | 19 | 20 | 21 | 22 | 23 | 24 |
| --- | --- | --- | --- | --- | --- | --- | --- | --- |
| SENP6 inh | -7 | -14 | 3 | -1 | 12 | 1 | -7 | -3 |
| SENP1 FRET inh | 0 | 1 | -27 | -2 | 2 | -1 | -37 | -3 |
| HKDC1 inhibitor | -1 | -4 | -7 | 9 | -6 | -5 | 15 | 3 |
| beta cell repl | -1 | 4 | 0 | -4 | -2 | -1 | -1 | 1 |
| UBC13 polyUb | -4 | 1 | 3 | 8 | -14 | 8 | -2 | 3 |
| SENP8 block-1 | 4 | -94 | -107 | 16 | 12 | 5 | -68 | 1 |
| SENP8 block-2 | -2 | 5 | 7 | -1 | -8 | -2 | -15 | 3 |
| SENP7 inh | 2 | 3 | -1 | 1 | 9 | -5 | -12 | 4 |
| PfGluPho inh | 1 | 7 | -25 | 16 | -13 | -1 | 35 | 5 |

25	C/C(=N\NC(=O)c1cc(-c2ccco2)nc2ccccc12)c1cccnc1
26	CN(CCO)c1ncnc2nc[nH]c12
27	OC(CNc1ccnc2cc(Cl)ccc12)CNC1CCCCC1 (stereo not given)
28	c1ccc2scnc2c1
29	COc1ccc(OC)c(C(=O)CN2C(=O)C(=O)N(C3CCCC3)C2=O)c1
30	COC(=O)c1ccc(-n2cc(-c3ccc(OC)cc3)[nH]c2=S)cc1
31	COc1cc(SC)ccc1C(=O)Nc1ccncc1
32	CCOCCCNC(=O)c1cn(CC)c2ccc(S(=O)(=O)N(C)C3CCCCC3)cc2c1=O

| Compound | 25 | 26 | 27 | 28 | 29 | 30 | 31 | 32 |
| --- | --- | --- | --- | --- | --- | --- | --- | --- |
| SENP6 inh | -14 | 6 | . | . | 7 | . | -14 | 1 |
| SENP1 FRET inh | 0 | 2 | 0 | 0 | 1 | -10 | 3 | 2 |
| HKDC1 inhibitor | -6 | -3 | -9 | -5 | -7 | -7 | -3 | -5 |
| beta cell repl | -2 | 1 | . | . | -1 | . | -4 | -3 |
| UBC13 polyUb | 13 | -3 | . | . | -3 | . | 0 | 8 |
| SENP8 block-1 | -405 | 17 | -197 | 7 | -3 | 19 | -9 | 29 |
| SENP8 block-2 | -1 | -6 | . | . | -8 | . | 4 | 0 |
| SENP7 inh | -1 | 1 | . | . | 8 | . | -1 | 2 |
| PfGluPho inh | 3 | -12 | -8 | 5 | 3 | 38 | 9 | 4 |

33	Cc1ccc(C)c(OCc2ccc(C(=O)NN)o2)c1
34	O=c1[nH]c2ccccc2nc1/C=C/c1ccc(F)cc1
35	CCOC(=O)[C@H]1[C@H]2COc3ccc(Br)cc3[C@@H]2N2C(=O)CN(C)C(=O)[C@@]12C
36	CC(=O)c1ccc(NC2CC(O)C(O)CO2)cc1 (stereo not given)
37	COc1ccc(CNC(=S)NCc2ccc(F)cc2)cc1OC
38	CCn1c(C)nc2cc(C(=O)N/N=C/c3ccccc3C)ccc21
39	COC(=O)c1cnn(-c2nc3c(C)cccc3s2)c1C
40	CCc1c(C(=O)NNC(=S)NCc2ccccc2)csc1C

| Compound | 33 | 34 | 35 | 36 | 37 | 38 | 39 | 40 |
| --- | --- | --- | --- | --- | --- | --- | --- | --- |
| SENP6 inh | 4 | 64* | . | -2 | -1 | 12 | -5 | 13 |
| SENP1 FRET inh | 3 | -25 | 1 | -1 | 0 | 2 | 0 | 1 |
| HKDC1 inhibitor | -4 | 7 | -3 | -5 | -9 | -5 | -7 | -13 |
| beta cell repl | 0 | -3 | . | -2 | -4 | 1 | -4 | 0 |
| UBC13 polyUb | 1 | -4 | . | -3 | -6 | -6 | 2 | -2 |
| SENP8 block-1 | 0 | -399 | 8 | 22 | -4 | 10 | 7 | -4 |
| SENP8 block-2 | 1 | 59* | . | 2 | -4 | -6 | -6 | 3 |
| SENP7 inh | 6 | 55* | . | 8 | 6 | 3 | -7 | 14 |
| PfGluPho inh | -4 | 9 | -20 | -7 | 8 | 8 | -5 | 10 |

41	NC(=O)N/N=C/c1ccccc1OCc1cccc2ccccc12
42	CCC(=O)Nc1ccc(C(=O)NNC(=O)c2cc(OC)c(OC)c(OC)c2)cc1
43	ONC(=Nc1ccccc1Cl)c1c(F)cccc1F
44	O=C(N/N=C/c1ccc(OC(F)F)cc1)c1cc[n+]([O-])cc1
45	CCC(C)(C)C1CCC2(CC1)NC(=O)N(CC(=O)N(C)Cc1ccc3c(c1)OCCO3)C2=O (stereo not given)
46	CC(C)CN1C(=O)c2ccc(C(=O)NCc3ccccn3)cc2C1=O
47	O=C(Cn1ccc([N+](=O)[O-])n1)NCCc1c[nH]c2ccccc12
48	CC(=O)Nc1ccc(S(=O)(=O)N2CCN(c3ccc(C)c(Cl)c3)CC2)cc1
49	CNC(=S)Nc1cccc2[nH]ncc12

| Compound | 41 | 42 | 43 | 44 | 45 | 46 | 47 | 48 | 49 |
| --- | --- | --- | --- | --- | --- | --- | --- | --- | --- |
| SENP6 inh | -1 | 5 | -10 | -29 | -2 | -6 | 5 | -10 | 0 |
| SENP1 FRET inh | -1 | 1 | 2 | 1 | 3 | 3 | 0 | 0 | 1 |
| HKDC1 inhibitor | -5 | -7 | -3 | -3 | 9 | -4 | -3 | -2 | 2 |
| beta cell repl | -1 | -4 | 0 | -2 | -3 | -2 | 1 | 2 | -3 |
| UBC13 polyUb | 9 | 1 | 4 | -8 | 2 | -4 | 17 | 0 | -7 |
| SENP8 block-1 | 9 | 3 | -3 | 7 | 0 | 9 | 12 | 11 | 20 |
| SENP8 block-2 | -9 | -1 | -1 | 3 | 3 | -3 | 5 | -9 | 5 |
| SENP7 inh | -2 | 0 | 10 | -3 | 2 | 5 | 1 | -11 | 6 |
| PfGluPho inh | 4 | 1 | 12 | -6 | 11 | -18 | -2 | 2 | -5 |
